Screening data as filed in PubChem.
RXFP1 antagonist: blocks the human relaxin receptor RXFP1; HEK293-RXFP1, relaxin-stimulated cAMP HTRF, 30 min; active compounds read low; activity change, negative = inhibition, % at 57.5 µM; 350,000 tested, 0.59% active; AID 1259400;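 active means activity change of -60% or lower, but not beyond a set lower limit; inconclusive means change between -60% and -40%, or beyond the set limit; inactive means change above -40%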; further: on the % scale 0 is the no-effect control and ±100 the full control effect
D2 ag: D2 dopamine receptor (human) agonism. activation, % at 2 µM. HEK293 T-REx D2 cells, calcium flux agonist mode. AID 485358. 340,000 tested, 0.53% active;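 active means activation over 3 SD above normal in the single-dose calcium agonist read, cut at about 30% in these data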; further: 0% is about no effect
Target sequence (P14416 whole entry, looked up): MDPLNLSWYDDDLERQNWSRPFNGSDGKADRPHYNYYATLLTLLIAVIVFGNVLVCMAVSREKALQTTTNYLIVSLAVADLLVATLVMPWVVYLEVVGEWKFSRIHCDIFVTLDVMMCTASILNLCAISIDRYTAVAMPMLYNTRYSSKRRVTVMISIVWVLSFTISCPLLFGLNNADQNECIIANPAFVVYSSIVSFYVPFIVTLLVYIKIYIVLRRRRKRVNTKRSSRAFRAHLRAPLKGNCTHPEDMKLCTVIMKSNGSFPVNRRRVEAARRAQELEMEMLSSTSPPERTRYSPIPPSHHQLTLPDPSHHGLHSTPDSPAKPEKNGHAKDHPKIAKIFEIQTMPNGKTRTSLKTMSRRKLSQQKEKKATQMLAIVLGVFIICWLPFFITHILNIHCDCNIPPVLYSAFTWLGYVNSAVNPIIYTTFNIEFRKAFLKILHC
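Agonism is scored from calcium flux in a force-coupled, inducible HEK293 cell line expressing D2, read kinetically for 180 s after compound addition against dopamine controls.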
D2 antag: D2 dopamine receptor (human) antagonism | P14416 | inhibition, % at 10 µM | 340,000 tested, 2% active | HEK293 TREx D2 cells, calcium flux, dopamine EC80; in the data active means inhibition above about 30%; further: 0% is about no effect
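Overnight-induced (tetracycline, 30 C) HEK293 T-REx cells carrying force-coupled D2 receive a no-wash calcium dye, then compound, then EC80 dopamine at 180 s; signals are read kinetically throughout.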
D1 potentiator: potentiators of human D1 dopamine receptor. P21728. HEK293 TREx D1 cells, calcium flux, dopamine EC20 potentiation. potentiation, % at 10 µM. 360,000 tested, 0.036% active; in the data active means potentiation above about 30%; further: 0% is about no effect
Target sequence (P21728 whole entry, looked up): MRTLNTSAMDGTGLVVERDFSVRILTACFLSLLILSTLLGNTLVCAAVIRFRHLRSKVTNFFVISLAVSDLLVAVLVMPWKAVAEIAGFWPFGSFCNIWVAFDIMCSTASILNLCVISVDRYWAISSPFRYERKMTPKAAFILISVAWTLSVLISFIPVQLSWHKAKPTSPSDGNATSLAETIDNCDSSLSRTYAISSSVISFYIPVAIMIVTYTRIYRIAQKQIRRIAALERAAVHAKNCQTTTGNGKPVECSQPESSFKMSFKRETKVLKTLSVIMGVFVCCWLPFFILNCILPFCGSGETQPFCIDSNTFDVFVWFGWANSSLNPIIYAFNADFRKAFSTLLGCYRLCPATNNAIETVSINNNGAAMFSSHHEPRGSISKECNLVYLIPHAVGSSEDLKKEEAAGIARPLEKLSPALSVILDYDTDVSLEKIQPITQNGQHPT
TRHR PAM: allosteric enhancers of human TRH receptor. P34981. TRHR cells, fluo-8 calcium fluorescence, EC20 TRH enhancement. enhancement, % at 2 µM. 360,000 tested, 0.66% active; in the data active means enhancement above about 30%; further: 0% is about no effect
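TRHR-expressing cells loaded with fluo-8 calcium dye were read kinetically (ex 480/em 530) during compound addition, then stimulated with an EC20 of TRH (10 nM final). Enhancement of the Gq-mediated intracellular calcium response was scored.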
D1 ag: activates the human D1 dopamine receptor. 360,000 tested, 1% active. HEK293 T-REx D1 cells, calcium flux, agonist mode. activation, % at 2 µM; further: 0% is about no effect
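Tetracycline-induced HEK293 TREx D1 cells, force-coupled to calcium signalling, were dye-loaded with a no-wash calcium kit. Compound was pin-added after a 10 s baseline. Fluorescence was read kinetically at 1 cycle/s for 180 s, with calcium rises flagged as agonism.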
TRHR agonist: TRH receptor (human) agonism. TRHR cells, calcium flux fluo-8, FDSS agonist mode. 360,000 tested, 0.18% active. AID 493084. activation, % at 2 µM; further: 0% is about no effect
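Steps: seed TRHR cells overnight; add fluo-8 no-wash Ca dye, RT 30 min–1.5 h; record 10 s baseline; pin-transfer compounds; monitor fluorescence 1 cycle/s for the agonist window. Calcium increases flag candidate agonists.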
D1 antagonist: human D1 dopamine receptor antagonism; activity change, negative = inhibition, % at 10 µM; HEK293 TREx D1 cells, calcium flux, dopamine EC80; active compounds read low; 360,000 tested, 3.2% active; AID 504652; P21728; in the data active means activity change below about -30%; further: on the % scale 0 is the no-effect control and ±100 the full control effect
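Using tetracycline-induced force-coupled D1 Hek293 cells and a calcium dye, signals were followed for 180 s after compound, then for 180 s after EC80 dopamine, to detect inhibitors.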
D2 potentiator: positive allosteric modulators of human D2 dopamine receptor. potentiation, % at 10 µM. P14416. HEK293 T-REx D2, calcium flux, EC20 dopamine potentiation. AID 485347. 340,000 tested, 0.34% active;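 active means potentiation over 3 SD above the plate norm, cut at about 30% in these data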; further: 0% is about no effect
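Cells plated with tetracycline inducer and held overnight at 30 C; calcium dye loaded 30–90 min at room temperature; baseline taken, compound added and read 180 s; EC20 dopamine then added and read 180 s.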
* = called active by the depositor; ? = inconclusive; nt = not tested or not shown; & = joins results of further samples. Unless noted, no stated cut-off is given here; in the data, active means activation above about 30%; inactive means the rest. Rows are unselected; overall some 7.1% were active at least once.

SMILES	RXFP1 antagonist	D2 ag	D2 antag	D1 potentiator	TRHR PAM	D1 ag	TRHR agonist	D1 antagonist	D2 potentiator
CCOc1ccc(NC(=O)C(c2ccccn2)N(C(=O)CCl)c2ccc(OCC)cc2)cc1 (stereo not drawn)	-1	-0.3	3	6	-2	1	0.0	3	-3
CC(=O)NCCc1nc2cc(NC(=O)COc3cccc(C)c3)ccc2n1C	-2	-0.6	-8	nt	12	14	-2.0	4	5
COCCC(=O)N1CCC(Oc2ccc(C(=O)N(C)C(C)c3ccon3)cc2)CC1 (stereo not drawn)	-28	0.1	1	-1	3	1	0.7	9	3
Cc1ccc(C(C)(C)NC(=O)C2CCC(=O)N(CCCN3CCOCC3)C2)cc1 (stereo not drawn)	7	-0.3	0	-7	8	3	0.2	-9	1
COc1ccc(/C=N/NC(=O)c2ccn[nH]2)cc1COc1ccc(F)cc1	-27	-0.1	2	-4	0	0	0.3	-4	0
CN(C(=O)Cn1cnc2sccc2c1=O)C1CCCCC1	-2	1.2	-9	-4	-2	2	-0.3	8	-15
CCN1CCC(N2CCN(c3ccc(F)cc3)CC2)CC1	7	1.1	-8	-9	5	3	0.5	-13	-3
O=C(N/N=C/c1ccco1)c1cc(-c2ccc3ccccc3c2)n[nH]1	-6	0.1	-4	43*	-1	0	0.1	0	-1
CC1CN(C2CCN(S(=O)(=O)c3ccccc3)CC2)CC(C)O1 (stereo not drawn)	8	0.1	-25	5	5	-1	-0.5	-1	10
Cc1ccccc1C(=O)OCC(=O)N(C)c1ccccc1	-22	nt	nt	3	11	3	-0.1	12	nt
Cc1ccc(S(=O)(=O)NCCc2ccc(S(N)(=O)=O)cc2)cc1	-5	-0.5	12	-4	-3	3	2.3	-19	-6
Cc1ccc(C(=O)C2CCN(S(=O)(=O)c3ccc(C(=O)O)cc3)CC2)cc1	2	0.1	18	-3	3	2	-0.6	1	-5
COc1cccc(C(=O)N2CCN(C3CCC(c4ccccc4)CC3)CC2)c1 (stereo not drawn)	-13	0.4	13	-9	-2	4	-0.9	-11	4
C=CCn1c(SCC(=O)c2ccc(O)c(O)c2)nnc1-c1cccc(Cl)c1	nt	nt	nt	0	-6	0	-0.6	nt	nt
COc1cccc(-c2nc(CS(=O)(=O)CC(=O)NCCCN3CC(C)CC(C)C3)c(C)o2)c1 (stereo not drawn)	2	0.8	-4	-2	-4	3	0.2	-3	-4
Cc1cccc(C)c1NC(=O)c1sccc1SCc1cccc(C(F)(F)F)c1	2	0.4	7	-2	-15	12	2.9	6	-2
NCC12CC3CC(C1)CC(c1ccc(Cl)cc1)(C3)C2	-33	4.9	4	-9	12	38*	2.1	-11	-3
O=C(NC1CCCCC1)C1CCN(S(=O)(=O)c2cccs2)CC1	-5	0.3	-8	-3	-2	1	-0.1	28	-7
O=C(CN(C1CCCCC1)C1CCCCC1)N1CCc2ccccc2C1	?	0.4	-1	-2	0	15	0.0	3	-2
Cc1ccc([N+](=O)[O-])cc1S(=O)(=O)N1CCCCC1C(=O)O (stereo not drawn)	-5	3.2	5	11	0	5	0.2	-4	-3

Results in TRHR agonist and D2 ag (5 entries from above):
| smiles | TRHR agonist | D2 ag |
| --- | --- | --- |
| Cc1ccc(S(=O)(=O)NCCc2ccc(S(N)(=O)=O)cc2)cc1 | 2.3 | -0.5 |
| Cc1ccc(C(=O)C2CCN(S(=O)(=O)c3ccc(C(=O)O)cc3)CC2)cc1 | -0.6 | 0.1 |
| COc1cccc(C(=O)N2CCN(C3CCC(c4ccccc4)CC3)CC2)c1 (stereo not drawn) | -0.9 | 0.4 |
| C=CCn1c(SCC(=O)c2ccc(O)c(O)c2)nnc1-c1cccc(Cl)c1 | -0.6 | nt |
| COc1cccc(-c2nc(CS(=O)(=O)CC(=O)NCCCN3CC(C)CC(C)C3)c(C)o2)c1 (stereo not drawn) | 0.2 | 0.8 |

Going on with the list.
SMILES	RXFP1 antagonist	D2 ag	D2 antag	D1 potentiator	TRHR PAM	D1 ag	TRHR agonist	D1 antagonist	D2 potentiator
CC1CCCN(C(=O)C2CCN(Cc3ccc4c(c3)OCO4)CC2)C1 (stereo not drawn)	5	1.0	-2	-5	2	5	2.4	-3	-1
O=C(CCCSc1ccccc1)Nc1ccc(Cl)c(S(=O)(=O)N2CCOCC2)c1	4	-1.6	3	-3	2	6	1.5	-5	-3
CC1(C)CC(=O)C(C=NCCCN2CCCC2=O)=C(O)C1	12	0.0	9	-6	-1	2	-0.1	-13	-4
Cc1c(Cl)cccc1N=c1c([N+](=O)[O-])nn(-c2ccccc2)n1O	-4	-0.1	-1	1	4	0	0.1	5	-5
Cc1noc2ncnc(N3CCN(c4ccc(F)cc4)CC3)c12	2	-0.2	24	-2	-3	10	0.2	-5	22
CCOC(=O)C(=NC(C)C)NNc1cc(Cl)ccc1Cl	-6	-1.1	16	2	-6	2	-2.2	6	-1
O=C(/C=C/c1cccc([N+](=O)[O-])c1)OCC(=O)c1ccccc1	-6	-0.4	-5	-2	-4	3	0.1	2	13
COC(=O)c1cc(OC)c(OC)cc1NC(=O)c1c(-c2ccccc2Cl)noc1C	18	0.7	1	-4	1	2	-0.5	1	-3
CC(=O)Nc1cccc2c1C(=O)N(c1ccc(C)cc1)C2=O	0	0.0	1	-6	2	-3	0.1	14	-3
COc1ccc(-c2cc3ccc(O)cc3oc2=O)cc1OC	9	-0.2	-19	-5	31*	17	-0.9	7	6
CCOc1ccc(NC(=S)N(C)C)cc1	-11	-0.4	17	-1	10	0	-1.2	6	-8
Nc1nnc(Cc2ccccc2)s1	0	nt	nt	-6	1	2	0.2	-3	nt
COc1nccnc1NS(=O)(=O)c1ccc(N)cc1	3&10	-0.7	-17	-1	3	3	0.7	-3	9
C[n+]1cn(Cc2ccc(C#N)cc2)c2ccccc21	2	-0.1	18	3	7	4	0.2	-8	-11
COc1ccc(C(=O)NCCSc2ccccc2)cc1	15	0.3	-17	-1	1	1	-0.3	-2	6
CC(C)NC(=O)COc1ccc(OCc2ccccc2)cc1	-2	0.1	-15	-2	2	7	-0.6	-2	-1
CC1Cc2ccccc2N1C(=O)CN(C)CC(=O)Nc1ccc(F)cc1 (stereo not drawn)	-23	0.1	43*	-7	3	0	-0.3	6	-3
COc1ccc2c(c1)C1NC(=S)NC(C)(O2)C1C(=O)Nc1ccccc1C (stereo not drawn)	-2	-0.1	-11	4	-8	2	-0.1	23	12
O=C(NCc1ccccc1)C1CCN(S(=O)(=O)c2cccc3cccnc23)CC1	nt	-0.1	-5	0	26	-1	-0.4	2	1
CCOc1cc(C=O)c(Br)cc1OC1CCCC1	-8	0.5	7	14	3	2	1.2	7	-5
CCc1c(C)c(C#N)c2nc3ccccc3n2c1NCc1ccco1	-5	1.8	1	-2	-12	5	0.6	-9	18
Cc1ccc(S(=O)(=O)n2nc(OC(=O)c3cccs3)cc2N)cc1	1	-0.3	-21	-10	9	22	-0.7	4	3
O=C1NC(=Nc2ccccc2)S/C1=C\C=C\c1ccco1	-102*	-1.2	-21	-3	1	7	-0.6	14	4
NC(=O)c1ccccc1OCC(=O)NC12CC3CC(CC(C3)C1)C2	-2	-1.3	15	2	-7	2	0.1	16	18
CC(C)CC1CCCCC1OC(=O)CN1CCCCC1 (stereo not drawn)	-33	-0.7	-20	2	16	3	-1.7	19	nt
N#Cc1nc(-c2cccc3ccccc23)oc1NCCN1CCOCC1	7	0.5	18	-3	5	4	-0.3	-9	-3
O=C(NC1CCCCC1)c1ccc2c(c1)N(Cc1cccc(Cl)c1)C(=O)c1ccccc1S2=O (stereo not drawn)	-6	nt	nt	-1	20	2	0.0	-8	-2
CC(O)(C#CCN1CCOCC1)c1ccccc1 (stereo not drawn)	4	0.0	-8	-5	-3	4	0.2	13	-1
CCc1cccc(OCCN2CCCC2)c1	9	-0.4	-22	2	-2	3	0.2	6	-23
Cc1ccc(CC2SC(N=C(N)N)=NC2=O)cc1 (stereo not drawn)	3	1.9	8	4	9	3	-0.4	9	-4
O=C(NC(=S)Nc1ccccc1[N+](=O)[O-])c1cncc(Br)c1	7	0.3	27	0	-4	-1	0.2	4	12
CCN1C(=O)c2ccccc2S(=O)c2ccc(C(=O)N3CCCCCC3)cc21 (stereo not drawn)	-13	-0.2	32*	nt	-6	2	0.0	7	-3
CC(C)C(=O)N1CC(=O)Nc2ccc(F)cc2C1c1ccc(F)cc1 (stereo not drawn)	-6	-0.2	-10	-6	5	2	-0.2	9	10
COC(=O)c1c(NC(=O)c2ccc(S(=O)(=O)N(C)C3CCCCC3)cc2)sc2c1CCN(C)C2	nt	0.3	nt	-1	4	7	4.4	14	-4
COc1ccc(N=C2NC(=O)C(CO)(CO)S2)cc1	-8	1.0	-9	-10	9	2	-0.1	-51*	-8
CC(C)[C@H](NC(=O)OCc1ccccc1)C(=O)OCC(=O)NCCc1ccccc1	2	nt	nt	5	-5	4	2.3	-14	7
COc1ccc(OC)c(-c2nc(Nc3ccccc3C)sc2CC(=O)O)c1	-12	0.3	nt	-6	-4	1	0.0	-4	-2
CC(C)c1cnc2c(c1SCC(=O)Nc1ccc(C(N)=O)cc1)c(=O)n(C)c(=O)n2C	4	nt	nt	1	-1	-1	0.0	4	13
COc1ccc2c(c1OC)C(=O)N(c1ccc(C)cc1)C2	-15	nt	5	-9	-2	3	-0.7	-30	-9
Clc1ccc(-c2nnc(Sc3nc4ccccc4o3)c3ccccc23)cc1	6	0.7	-7	-5	-9	0	-0.5	-4	-11
C/C(O)=C(\C#N)P(=O)(c1ccccc1)c1ccccc1	0	-2.3	11	-2	2	4	-1.1	11	7
Cc1ccc(C#N)c(SCc2ccccc2F)n1	3	-2.3	-36	-2	-4	4	-0.4	3	6
COc1ccccc1C(=O)NC(CCSC)C(=O)NCc1ccccn1 (stereo not drawn)	-7	-0.3	0	-5	1	2	-0.1	9	1
O=C(CCn1cnnn1)Nc1ccc(Cl)cc1Cl	-2	0.7	6	1	-1	2	-0.1	-21	7
O=C1c2ccccc2C(Nc2ccccc2)N1c1cccnc1 (stereo not drawn)	7	0.4	-22	-2	3	3	0.2	9	0
O=c1c2ccccc2nnn1CCO	-5	0.5	3	2	1	1	0.4	0	7
O=C(CCS(=O)(=O)c1ccccc1)Nc1ccc(-c2nc3ccccc3s2)c(O)c1	-24	nt	nt	-9	-3	0	-0.6	6	12
CNc1nc(N)c(C(=O)Nc2cc(C)on2)s1	-28	1.7	16	-1	24	0	1.2	-17	-13
